AmpC detergent: inhibitors of E. coli AmpC beta-lactamase with detergent; 370,000 compounds, 0.041% hits; AmpC hydrolysis of nitrocefin, absorbance 480 nm, 0.01% Triton; Potency, µM (top dose mostly 114 µM), without a hit: at the top dose activity change, negative = inhibition, most hits filed as inhibitors; AID 485294;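 note: potency is the fitted concentration of half-maximal effect; 0% = no-compound wells and -100% = no-enzyme wells; nearly all actives have a fitted effect of over 25% in size; some results filed as inactive show a strong effect at the top dose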
Target sequence (P00811 whole entry, looked up): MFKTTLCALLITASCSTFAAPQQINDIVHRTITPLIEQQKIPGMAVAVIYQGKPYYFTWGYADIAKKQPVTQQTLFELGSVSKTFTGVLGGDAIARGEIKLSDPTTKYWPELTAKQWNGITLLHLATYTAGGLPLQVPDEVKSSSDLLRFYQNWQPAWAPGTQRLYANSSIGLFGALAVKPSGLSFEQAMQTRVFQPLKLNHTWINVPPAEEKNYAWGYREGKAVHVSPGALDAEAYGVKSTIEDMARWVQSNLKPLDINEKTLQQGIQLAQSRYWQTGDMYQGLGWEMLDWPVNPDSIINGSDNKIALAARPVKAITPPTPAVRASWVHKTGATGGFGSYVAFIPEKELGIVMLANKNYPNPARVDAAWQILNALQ
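AmpC (5.3 nM in the dispensed reagent) in 20 mM phosphate pH 7.0 with 0.01% (detergent screen) or 0.0001% Triton X-100 was preincubated with compounds for 15 min at room temperature. Nitrocefin was then added from an 800 uM solution, and hydrolysis was followed at 480 nm.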
LmPK inh: inhibitors of Leishmania mexicana pyruvate kinase; 290,000 compounds, 0.37% hits; Potency, µM (doses to about 57.5 µM), for the others: at the highest dose activity change, negative = inhibition, hits mostly inhibitors; purified LmPK, Kinase-Glo ATP luminescence, 1 h; AID 1721; note: potency is the fitted concentration of half-maximal effect
Target sequence (Q27686 whole entry, looked up): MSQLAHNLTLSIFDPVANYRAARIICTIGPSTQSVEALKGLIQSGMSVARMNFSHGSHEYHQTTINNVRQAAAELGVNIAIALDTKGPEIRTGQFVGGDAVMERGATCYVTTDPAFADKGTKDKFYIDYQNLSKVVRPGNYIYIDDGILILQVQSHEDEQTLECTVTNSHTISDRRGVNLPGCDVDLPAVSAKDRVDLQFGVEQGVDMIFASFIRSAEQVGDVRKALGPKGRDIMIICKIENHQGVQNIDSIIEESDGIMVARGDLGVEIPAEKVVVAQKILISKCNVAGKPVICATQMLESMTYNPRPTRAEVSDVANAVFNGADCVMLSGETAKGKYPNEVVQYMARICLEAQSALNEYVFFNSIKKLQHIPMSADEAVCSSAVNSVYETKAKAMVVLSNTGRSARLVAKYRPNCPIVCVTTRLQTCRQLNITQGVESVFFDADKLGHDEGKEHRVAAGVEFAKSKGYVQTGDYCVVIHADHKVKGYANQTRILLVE
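0.1 nM LmPK, 0.5 mM PEP, 0.1 mM ADP; 50 mM imidazole pH 7.2, 7 mM MgCl2, 50 mM KCl; 1 h RT. Kinase-Glo luminescence readout, normalized to no-enzyme (full inhibition) and uninhibited wells.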
AmpC inh no detg: AmpC beta-lactamase inhibition without detergent | Potency, µM (highest dose often 57.1 µM), for inactives: top-dose activity change, negative = inhibition, actives largely listed as inhibitors | P00811 | AmpC nitrocefin hydrolysis, absorbance 480 nm, 0.0001% Triton | AID 485341 | 330,000 compounds, 0.52% hits;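 note: potency is the fitted concentration of half-maximal effect; plate controls were no compound for no effect and no enzyme for full effect; nearly all actives have a fitted effect of over 20% in size; some results filed as inactive show a strong effect at the top dose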
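AmpC (5.3 nM in the dispensed reagent) in 20 mM phosphate pH 7.0 with 0.01% (detergent screen) or 0.0001% Triton X-100 was preincubated with compounds for 15 min at room temperature. Nitrocefin was then added from an 800 uM solution, and hydrolysis was followed at 480 nm.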
AMA1 RON2 block: disrupts binding of P. falciparum AMA1 to RON2 | AlphaScreen AMA1-biotinylated RON2 peptide binding | Potency, µM (doses to about 58.2 µM), for the others: at the top dose activity change, negative = inhibition, usual class: inhibitors | 360,000 compounds, 0.2% hits;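 note: potency is the fitted concentration of half-maximal effect; 0% = vehicle wells and -100% = peptide control; nearly all actives have a fitted effect of over 45% in size; some results filed as inactive show a strong effect at the top dose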
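AMA1 (3D7) with his tag at 25 nM final met compounds first, then biotinylated RON2 peptide at 25 nM; detection used donor plus acceptor beads, 10 µg/mL apiece, read by AlphaScreen after 30 min at room temperature.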
HCMV inh: blocks human cytomegalovirus replication; HFF cells, HCMV-luciferase reporter, 72 h; hits give low values; activity change, negative = inhibition, % at 57.5 µM; 410,000 compounds, 4.5% hits; AID 1259415; in the data active = activity change below about -60%; inconclusive = no clear call, values can overlap the other calls; inactive = above about -39%
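Steps: HFFs plated, 16 h 37C; compounds added; HCMV-luciferase added to MOI 1 PFU/cell; 72 h 37C; OneGlo reagent, 5 min room temperature; luminescence read, normalized to controls.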
TbPYK inhibitor: inhibitors of Trypanosoma brucei pyruvate kinase. TbPYK enzyme, Kinase-Glo Plus ATP luminescence, 45 min. Potency, µM (doses to about 76.8 µM), inactives show top-dose activity, negative = inhibition, actives largely listed as inhibitors. 410,000 compounds, 0.12% hits; note: potency is the fitted concentration of half-maximal effect; nearly all actives have a fitted effect of over 50% in size
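Activity of T. brucei pyruvate kinase was followed by Kinase-Glo Plus luminescence after the enzyme reacted 45 min at room temperature with 130 uM ADP (final) and substrate. Test compounds were added before ADP at multiple concentrations.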
Sm TGR block: blocks Schistosoma mansoni thioredoxin glutathione reductase. Potency, µM (series often up to 114 µM), inactives show top-dose activity change, negative = inhibition, actives largely listed as inhibitors. purified TGR, DTNB reduction, TNB absorbance 405 nm. 360,000 compounds, 3% hits; note: potency is the fitted concentration of half-maximal effect; nearly all actives have a fitted effect of over 60% in size
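Kinetic colorimetric format: TGR-catalysed, NADPH-driven DTNB reduction monitored via TNB absorbance. Enzyme dispensed at 20 nM; compound exposure 15 min at room temperature before reaction start.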
* marks the source's active call; other numbers are inactive results; u = inconclusive; x = no result given; & = joins results of further samples; [ ] = dose if it differs, or a comment. Unless noted, calls come from the whole dose curve; as a rule, active = well fitted curve in the direction sought with a large enough effect; inconclusive = small, poorly fitted or top-dose-only effect, or another doubt; inactive = no such curve, though single readings can be large; an effect the other way counts as inactive or inconclusive. Unless noted, % is set by controls: 0 for no effect and ±100 for the full control effect. Hits appear at their usual frequency (roughly 7.4% active in at least one column).

Compound,AmpC detergent,AMA1 RON2 block,AmpC inh no detg,LmPK inh,TbPYK inhibitor,HCMV inh,Sm TGR block
COc1ccc(CCNc2cn[nH]c(=O)c2Cl)cc1OC,-1.8%,0.5%,-21.2%,-8.2%,1.6%,-15.3,4.3%[57.1 µM]
CC(=O)c1ccc(OCCCC(=O)Nc2cccc(S(=O)(=O)N3CCOCC3)c2)cc1,x,6.2%,-12.4%,x,-0.8%,-0.1,x
COc1ccccc1Nc1nc(N)nc(CSCCO)n1,-10.6%,0.9%,2.1%,-0.7%,1.0%,-8.8,0.9%
COc1ccc(NC(=O)N2CCC(n3cnc4ccccc43)CC2)cc1,-9.9%,9.5%,-12.4%,5.7%,2.1%,5.9,0.4%
Cc1c(NC(=O)c2cc(-c3ccccc3O)on2)c(=O)n(-c2ccccc2)n1C,-5.7%&14.2%,-0.5%,-19.2%,1.2%,0.4%&-0.2%,-24.4&24.8,-2.0%&8.1%
CCOC(=O)Cn1c2c(c(=N)c3c1CCC3)CCC2,u,-6.8%,-1.8%,2.2%,2.1%,2.5,-1.2%
OCCCN1CNC(=S)NC1,x,1.6%,x,x,-1.4%,-14.8,x
COc1ccc(CNC(=O)C(=O)NCC(c2cccnc2)N2CCN(c3ccccc3)CC2)cc1 (stereo not given),3.8%,x,x,x,7.0%,u,1.8%
CCN(CC(=O)Nc1ccc(OC)cc1)C(=O)CSCC(=O)Nc1ccc(C)cc1,-8.0%,41.1%[activator],2.4%,-0.9%,0.9%,-10.3,5.8%
CCN(CC)CCCNC(=O)CCC(=O)Nc1ccc2nc(N3CCCCC3)cc(C)c2c1,6.3%,-5.3%,0.5%,-3.6%[11.5 µM],1.6%,-12.8,3.9%
CCS(=O)(=O)c1nc2ccccc2n1Cc1ccccc1Cl,u,-1.6%,19.1%,0.1%,1.3%,-67.3*,-2.7%
CCOc1ccc(-c2csc(/C(C#N)=C/c3ccc(Br)cc3)n2)cc1,-9.0%,x,x,x,2.3%,-10.5,-2.0%
O=C1CS/C(=N/N=C/c2ccco2)N1Cc1ccc(F)cc1,2.3%,0.3%,-32.8%,-1.1%,-2.9%,27.5,25.1µM*
O=C(Cc1cccs1)Nc1nnc(-c2ccc(F)cc2)s1,0.8%,-2.1%,-21.9%,1.3%,-3.0%,-33.7,7.6%
CCC1CCC(N2CCN(c3ccccc3F)CC2)CC1 (stereo not given),-25.7%,-3.3%,-13.7%,-2.2%,8.3%,15.7,-14.1%
COC(=O)C1=C(C)N(C)C(=S)NC1c1cc(OC)ccc1OC (stereo not given),-3.3%,-11.1%,-1.8%,-3.3%[11.5 µM],-3.7%,30.1,11.9%
CCc1ccc(NC(=O)CSc2ccnc(=O)[nH]2)cc1,3.3%,x,x,x,3.0%,44.5,1.2%
COc1ccc(CCN(C)C(=O)CNC(=O)c2ccc3c(c2)OCO3)cc1OC,0.6%,22.6%,2.9%,-5.9%,-2.5%,4.8,-10.1%
Cc1cc(O)ccc1-c1cccc2nccn12,x,-7.6%,x,x,-2.0%,u,x
O=C(CCCSc1nc2ccccc2[nH]1)NC1CCCCC1,6.3%,21.9%,-26.7%,-7.8%,3.1%,-35.9,3.0%

Next part (three carried over from the part before).
Compound,AmpC detergent,AMA1 RON2 block,AmpC inh no detg,LmPK inh,TbPYK inhibitor,HCMV inh,Sm TGR block
COc1ccc(CCN(C)C(=O)CNC(=O)c2ccc3c(c2)OCO3)cc1OC,0.6%,22.6%,2.9%,-5.9%,-2.5%,4.8,-10.1%
Cc1cc(O)ccc1-c1cccc2nccn12,x,-7.6%,x,x,-2.0%,u,x
O=C(CCCSc1nc2ccccc2[nH]1)NC1CCCCC1,6.3%,21.9%,-26.7%,-7.8%,3.1%,-35.9,3.0%
Cn1c(=NC(=O)c2ccc3c(c2)OCCO3)sc2cc(S(C)(=O)=O)ccc21,1.4%&0.1%,2.2%,-16.1%,4.3%,-2.6%&-4.2%,u,-4.7%&5.2%
N=C1S/C(=C\c2ccccc2)C(=O)N1c1ccc(F)cc1,-9.6%,-2.4%,-11.3%,6.2%,-0.3%,26.8,-16.1%
O=C(CSc1nnc(CN2CCOCC2)n1-c1ccc(Cl)cc1)Nc1ccc2c(c1)OCO2,-8.5%,6.4%,136.0%[activator],2.3%,-12.5%,4.1,0.5%
CN1CCN(C(=O)c2cc3c(c(-c4cccc(-c5cc6ccccc6o5)c4)n2)[C@H](CCO)N(S(=O)C(C)(C)C)C3)CC1 (stereo not given in full),x,-6.7%,x,x,-2.2%,-19.1,x
COc1cccc(C2=NOC(C(=O)Nc3cccc(C(C)=O)c3)C2)c1 (stereo not given),0.7%,12.5%,-17.8%,0.2%,2.4%,89.5,1.7%
COc1cccc(N(C(=O)c2snc(C(N)=O)c2N)C(C(=O)NCC2CCCO2)c2ccc(F)cc2)c1 (stereo not given),-4.2%,6.7%,144.9%[activator],5.8%,4.0%,-31.1,0.6%
O=C(CSCc1ccc(F)cc1)NC1CCCC1,u,-3.1%,0.9%,-5.6%,1.9%,1.7,-12.4%
CC(=O)c1cn(Cc2ccc(F)cc2)c2ccccc12,-10.5%,-3.0%,-14.2%,-6.5%,-5.9%,-1.2,-0.7%
CCOC(=O)c1c(C)n(C)c2ccc(OC)c(NC(=O)CN3CCC4(CC3)OCCO4)c12,u,0.4%,50.0%,-0.3%,4.5%,10.1,-2.7%
CCn1nnnc1NCc1cccc(Cl)c1,1.2%,-11.4%,-1.9%,-1.3%,-14.0%,60.5,5.7%
COc1cccc(CN2CCNC(=O)C2CC(=O)NCCCn2ccnc2)c1 (stereo not given),-7.7%,-12.1%,-1.9%,0.9%,1.3%,0.0,-12.7%
O=C(NC1CCCCC1)N(Cc1ccc(F)cc1)Cc1nc2ccccc2c(=O)[nH]1,u,16.0%,-11.9%,1.8%,-3.3%,-33.8,0.1%
Cc1ccc(CNCc2c(C(=O)O)n(Cc3ccc(C)cc3)c3cc(C)ccc23)cc1,-5.8%,x,x,x,-3.1%,-107.0*,5.9%
COc1ccc2cc(S(=O)(=O)N3CCN(C)CC3)ccc2c1,-9.9%,-17.3%,-9.6%,-1.5%,0.5%,12.3,-16.3%
O=C(Nc1ccc(N2CCOCC2)c(S(=O)(=O)Nc2ccccc2Cl)c1)c1ccccc1,-9.6%,-5.1%,-24.6%,x,2.0%,-22.3,-9.2%
O=C(NCC1CCCO1)C1CCN(S(=O)(=O)Cc2ccccc2)CC1 (stereo not given),u,11.4%,-14.2%,-10.4%,-0.4%,-29.3,0.0%
COc1cccc(-c2nc(-c3ccccc3)no2)c1,u,32.7%[activator],-10.2%,-9.9%,0.2%,285.0,0.8%
C[C@@H]1CN([C@@H](C)CO)C(=O)c2cc(Br)cnc2O[C@H]1CN(C)C(=O)C1CCCCC1,x,-5.9%,x,x,-8.4%,15.4,x
CCOC(=O)N/N=C/c1cn(CCCOc2ccc(C)cc2)c2ccccc12,3.9%,7.2%,-1.9%,0.6%,-5.6%,-4.5,0.2%
O=C(N/N=C/c1ccc(F)cc1)c1cccc(NC(=O)c2ccc(F)cc2)c1,3.5%,-6.6%,-49.5%,-1.2%,-3.0%,34.2,1.7%

One compound at a time, as listed above. Order of values: AmpC detergent, AMA1 RON2 block, AmpC inh no detg, LmPK inh, TbPYK inhibitor, HCMV inh, Sm TGR block
Results for O=C(NC1CCCCC1)N(Cc1ccc(F)cc1)Cc1nc2ccccc2c(=O)[nH]1 : u, 16.0%, -11.9%, 1.8%, -3.3%, -33.8, 0.1%
Results for Cc1ccc(CNCc2c(C(=O)O)n(Cc3ccc(C)cc3)c3cc(C)ccc23)cc1 : -5.8%, x, x, x, -3.1%, -107.0*, 5.9%

Continuation:
Compound,AmpC detergent,AMA1 RON2 block,AmpC inh no detg,LmPK inh,TbPYK inhibitor,HCMV inh,Sm TGR block
CCC(C)NC(=O)c1sc2nc(C)c(C(=O)Nc3ccc(C)cc3C)c(-c3ccc(Br)cc3)c2c1N (stereo not given),7.8%,x,x,x,1.6%,10.2,2.8%
O=C(c1cccc(C(=O)N2CCN(c3ccc(F)cc3)CC2)c1)N1CCN(c2ccc(F)cc2)CC1,-15.3%,-8.3%,115.1%[activator],2.0%,9.7%,-88.8*,0.0%
COc1cccc(/C=N/NC(=O)CCCc2ccc(OC)c(C)c2)c1,u,-6.9%,-18.1%,2.5%,-13.0%,13.6,0.2%
CCCCN(C)CCNC(=O)Cn1c(=O)sc2ccccc21,u,-5.6%,-9.9%,-5.2%,6.4%,2.8,-3.8%
O=C(O)c1cc(N2CCCCC2)ccn1,x,42.2%[activator],x,x,-4.9%,31.6,x
Cc1ccc(-n2c(CNc3ccc(C)c(Cl)c3)n[nH]c2=S)cc1,4.9%,41.3%[activator],-31.2%,u,4.47µM*,-22.1,0.0%
CN=C1S/C(=C/c2cn(CC(=O)OC)c3ccccc23)C(=O)N1C,3.2%,-23.5%,158.3%[activator],2.5%,1.0%,5.7,-8.6%
COc1cc(NC(=O)CCS(=O)(=O)c2nc(-c3ccc4c(c3)OCO4)cc(C(F)(F)F)n2)cc(OC)c1OC,7.1%,x,x,x,16.9%,-7.3,-26.6%
CCOC(=O)Cc1nn(Cc2nc(-c3ccc(C)cc3)cs2)c(=O)c2ccccc12,-7.9%,-0.7%,-8.0%,5.8%,-2.5%,-29.6,6.7%
Fc1cc(F)cc(NC(=S)NCCCN2CCOCC2)c1,-0.9%,-4.5%,-17.5%,1.9%,0.8%,-4.5,-0.9%
Cc1cc(NC(=O)CSc2ccc3nnc(-c4ccc(F)cc4)n3n2)no1,3.0%,3.5%,-11.2%,0.2%,-4.7%,5.0,12.3%
Cc1cc(NS(=O)(=O)c2ccc(NC(=O)Cc3ccccc3)cc2)nc(C)n1,8.0%,-5.1%,-7.3%,0.0%,2.7%,41.9,5.7%
